EBV gp42 inh = Epstein-Barr virus gp42 inhibitors, primary screen, biochemical, uHTS, fluorescence polarization. 0.42% of 220,000 active. Glycoprotein 42 (Epstein-Barr virus (strain AG876)), Q1HVG2. inhibition, % (tested at 21.74 µM). Fluorescence polarization binding assay, mP read-out. AID 1085, 2008; in the data active means inhibition above about 50%
Target sequence (Q1HVG2 whole entry, looked up): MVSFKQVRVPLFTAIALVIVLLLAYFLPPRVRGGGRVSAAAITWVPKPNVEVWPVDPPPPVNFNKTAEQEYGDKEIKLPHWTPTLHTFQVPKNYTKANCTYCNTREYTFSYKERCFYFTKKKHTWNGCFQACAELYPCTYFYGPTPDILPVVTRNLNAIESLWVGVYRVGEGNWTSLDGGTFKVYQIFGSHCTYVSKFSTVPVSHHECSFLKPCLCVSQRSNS
Furin inhibitor = human furin inhibitors, primary screen, biochemical, fluorescence intensity; inhibition, % at 30 µM; P09958; 0.061% of 220,000 active; AID 463115, 2010; purified furin, fluorogenic substrate cleavage; in the data active means inhibition above about 25%; further: inactives centre near -15
Runt-CBFb FRET = inhibitors of RUNX1 Runt–CBFb binding, primary screen, biochemical, FRET, Cerulean-Runt, Venus-CBFb, uHTS. Runt-related transcription factor 1 (Homo sapiens) + Core-binding factor subunit beta …. Cerulean-Runt/Venus-CBFb FRET ratio 530/480, 1 h. inhibition, % at 20 µM. 0.46% of 220,000 active. AID 1496, 2009;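 active means inhibition over about 50% at 20 µM in the single-dose screen, limit read from the data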;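 further: 0% = DMSO wells and 100% = excess unlabeled CBFb competitor control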
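Assay system: Cerulean-Runt domain / Medium: Tris 50 mM pH 7.5, KCl, K2SO4, 0.01% BSA / Timing: protein complex preformed 1 h, compound exposure 1 h, room temperature, dark / Measured by: FRET, excitation 422 nm, emission at 530 and 480 nm / Evaluation: loss of energy transfer signal / Control set: 5 µM unlabeled CBFb as full-inhibition high control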
m-calpain inh = inhibitors of pig calpain II, primary screen, biochemical, fluorogenic peptide substrate, 1536-well. purified calpain II, 30 min. inhibition, % at 16 µM. 0.37% of 220,000 active;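 active means inhibition above about 50%, limit read from the data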
Runt-SMMHC FRET = inhibitors of RUNX1 Runt–CBFb-SMMHC binding, primary screen, biochemical, FRET, Cerulean-Runt, Venus-CBFb-SMMHC, uHTS. Runt-related transcription factor 1 (Homo sapiens) + Core-binding factor subunit beta …. Cerulean-Runt/Venus-CBFb-SMMHC FRET ratio 530/480, 1 h. inhibition, % at 20 µM. 0.74% of 220,000 active. AID 1434, 2008;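 active means mean inhibition across duplicate retests at 20 µM reaching about 50%, limit read from the data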;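 further: 0% = DMSO wells and 100% = wells with excess untagged CBFb-SMMHC; inhibitors lower the FRET ratio by blocking Runt binding to CBFb-SMMHC; some results filed as inactive read as strong as hits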
RBBP9 inh = human RBBP9 inhibitors, primary screen, biochemical, fluorescence polarization, FP-Rh probe, HTS. recombinant RBBP9. inhibition, % at 7.94 µM. 0.2% of 220,000 active. AID 1515, 2009;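 active means inhibition above the campaign mean of all tested compounds plus 3 SD, cut at about 14% in these data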;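 further: plate controls were DMSO wells with RBBP9 for no effect and wells lacking RBBP9 protein for full effect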
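Assay system: recombinant human RBBP9; Reagent: Serine-hydrolase probe FP-Rh, 375 nM pre-mixing; Doses: 7.94 µM single dose, 0.794% DMSO; Incubation: 30 min then 45 min, 25 °C; Detection: fluorescence polarization (mP), excitation 525 nm, emission 598 nm; Evaluation: percent inhibition from mP, scaled between DMSO and no-protein wells.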
p47phox inh = p47phox/p22phox peptide binding inhibitors, primary screen, biochemical, uHTS, NADPH oxidase regulatory subunit. 0.53% of 220,000 active. inhibition, % at 24.7 µM. fluorescence polarization, 2 h;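 active means inhibition above about 30%, limit read from the data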;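 further: 0% = p47phox with labelled peptide and 100% = labelled peptide alone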
Tb hexokinase = Trypanosoma brucei hexokinase 1 inhibitors, primary screen, biochemical, G6PDH-coupled NADH absorbance, MLSCN library | hexokinase 1 [Trypanosoma brucei] | recombinant TbHK1, G6PDH-coupled NADH A340 | inhibition, % at 10 µM | 0.11% of 220,000 active | AID 1430, 2008;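 active means inhibition of 50% or more in the single-dose primary screen; inactive means inhibition below 50%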
p97 ATPase inh = inhibitors of human p97 ATPase, primary screen, biochemical | Transitional endoplasmic reticulum ATPase (Homo sapiens), P55072 | recombinant p97 ATPase, Kinase-Glo ATP luminescence, 3 h | inhibition, % at 8 µM | 0.42% of 220,000 active; in the data active means inhibition above about 15%;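 further: 0% = DMSO vehicle and 100% = wells lacking enzyme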
Target sequence (P55072 whole entry, looked up): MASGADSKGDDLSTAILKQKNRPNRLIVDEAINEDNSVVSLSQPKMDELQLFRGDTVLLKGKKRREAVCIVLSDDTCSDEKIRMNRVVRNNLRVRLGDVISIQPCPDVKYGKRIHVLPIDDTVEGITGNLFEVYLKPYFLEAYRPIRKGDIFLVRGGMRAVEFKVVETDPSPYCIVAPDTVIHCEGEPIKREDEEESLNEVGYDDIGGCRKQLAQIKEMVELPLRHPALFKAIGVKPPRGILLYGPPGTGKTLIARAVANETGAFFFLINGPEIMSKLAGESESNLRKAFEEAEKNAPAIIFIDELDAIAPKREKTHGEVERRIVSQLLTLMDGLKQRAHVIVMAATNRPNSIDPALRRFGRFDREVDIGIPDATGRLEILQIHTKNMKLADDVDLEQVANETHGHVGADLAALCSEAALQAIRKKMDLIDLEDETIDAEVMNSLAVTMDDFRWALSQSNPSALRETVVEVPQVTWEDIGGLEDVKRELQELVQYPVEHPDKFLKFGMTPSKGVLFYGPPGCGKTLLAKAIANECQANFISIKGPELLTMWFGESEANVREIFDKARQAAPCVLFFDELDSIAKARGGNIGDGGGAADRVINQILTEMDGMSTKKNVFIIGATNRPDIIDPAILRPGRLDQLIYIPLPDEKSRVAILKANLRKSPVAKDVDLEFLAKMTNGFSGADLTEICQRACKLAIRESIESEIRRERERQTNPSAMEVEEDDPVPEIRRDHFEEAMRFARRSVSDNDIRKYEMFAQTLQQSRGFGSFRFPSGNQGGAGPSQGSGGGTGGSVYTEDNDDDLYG
* marks the source's active call; other numbers are inactive results; i = inactive; . = no result given; [ ] = dose if it differs, or a comment.

SMILES	EBV gp42 inh	Furin inhibitor	Runt-CBFb FRET	m-calpain inh	Runt-SMMHC FRET	RBBP9 inh	p47phox inh	Tb hexokinase	p97 ATPase inh
CCN(C(=O)CN1CC(C)OC(C)C1)c1c(N)n(Cc2ccccc2)c(=O)[nH]c1=O (centres undefined)	-16	-17	0	3	1	3	3	7	-2
O=C(c1nc2nc(-c3cccs3)cc(C(F)(F)F)n2n1)N1CCN(Cc2ccccc2)CC1	-8	-22[20 µM]	-3	i	18	-5	-9	-18	-1
Clc1cccc(Cl)c1Cn1c(-c2cccnc2Cl)nc2ccccc21	-2	-4[20 µM]	.	6	-2	-5	-10	2	2
O=C(NCC(O)COc1ccc([N+](=O)[O-])cc1)c1ccccc1 (centres undefined)	-24	-14	3	-8	2	7	-2	-24	3
CC(C)C(NC(=O)C12CC3CC(CC(C3)C1)C2)C(=O)N/N=C/C1=C(N2CCOCC2)C(=C\c2ccc([N+](=O)[O-])cc2)/CC1 (centres undefined)	-9	3	-5	-85	-15	-4	-24	5	3
Cn1c(N)c(C(=O)COC(=O)CCC(=O)c2cccs2)c(=O)n(C)c1=O	-9	0	-2	-11	0	-10	1	11	0
COC(=O)c1cc(-c2ccc(NC(C)=O)cc2)nc2ccccc12	-5	-27	-2	-17	-1	-5	-18	-4	4
Cc1ccc(-c2nc3ccccc3[nH]2)cc1NC(=O)c1sc2cc(Cl)ccc2c1Cl	-16	-4	-4	-53	2	-5	-14	-26	4
CCn1c(C)nc2cc(C(=O)NNC(=S)Nc3ccccc3Cl)ccc21	-2	-29	5	-14	5	-5	-17	-3	7
O=C(CCn1c2c(c3ccccc31)CCCC2)NNC(=O)c1ccccc1Cl	0	-11	-4	-10	-6	8	-2	1	1
CC(Oc1ccc(Cl)cc1)C(=O)N/N=C/c1ccsc1 (centres undefined)	6	-15	1	0	2	-5	-13	-3	2
CCOC(=O)c1ccc(N/C(=N\S(=O)(=O)c2ccc(F)cc2F)c2ccccc2)cc1	1	-8	-2	2	-27	-6	-4	6	1
COc1ccc(-c2c3c(nc4sc(C(=O)Nc5ccccc5)c(N)c24)CCC3)cc1	.	-21[20 µM]	.	.	.	-4	.	3	4
Cc1cccc(OCCCSc2nc3ccccc3[nH]2)c1	-4	-20[20 µM]	-4	5	-1	-6	-16	11	2
O=C(CNC(=O)c1cccs1)N/N=C/c1ccco1	-11	-25	-2	14	-4	3	.	-6	1
CCOC(=O)c1[nH]c(C)c(C(=O)OCC(=O)N2c3ccccc3CC2C)c1C (centres undefined)	-17	-10[20 µM]	-4	-25	-3	0	-7	0	1
CC[C@H](CO)Nc1nc(Nc2cccc(Cl)c2)c2ncn(C(C)C)c2n1	15	-14	2	5	-2	.	-12	-17	.
CN(C(=O)C1CCN(S(=O)(=O)c2cccs2)CC1)C1CCCCC1	-13	-28	0	16	2	-7	-11	-1	-1
CCOCCCN1C(=O)CN(C2CCCCCC2)C(=O)C1c1ccc(OC)cc1 (centres undefined)	-12	-22	-1	14	1	-7	-19	7	-7
Cc1ccnc(NC(c2cccnc2)c2ccc3cccnc3c2O)c1 (centres undefined)	16	-7	6	9	-3	-7	2	-3	-1
Cn1nc(OCCOc2ccccc2)ccc1=O	-11	-12	-2	-21	3	-5	-16	1	2
CCOc1ccc(C(=O)NCc2cccs2)cc1	-14	-21[20 µM]	-1	-14	0	-2	-10	9	0
COc1ccc(/C=N/NC(=O)c2ccc(N(C)S(=O)(=O)c3ccccc3)cc2)c(OC)c1	-3	-24	-1	-114	2	-12	-9	-15	9
Cc1cc(C(=O)CSc2nnc(-c3ccccc3F)o2)c(C)n1Cc1cccs1	7	-19	6	-50	-3	-4	-13	-3	-3
COc1cccc(-n2nnnc2SCC(=O)Nc2ccc3c(c2)OCCO3)c1	-2	-17[20 µM]	1	15	0	-1	17	-3	2
Cc1[nH]c2ccccc2c1C(=O)COC(=O)c1cccc(S(=O)(=O)N2CCCCC2)c1	-13	-6	-2	10	4	2	-29	3	-5
COC(=O)C(N)Cc1ccc(O)cc1 (centres undefined)	-30	-24[20 µM]	0	-16	0	-4	-1	-13	1
O=C1c2ccccc2C(=O)c2c1cccc2N1CCOCC1	-6	-13[20 µM]	0	10	0	-10	8	-8	-2
CN(C(=O)c1ccncc1)C1CC(C)(C)N(O)C(C)(C)C1	-18	-10[20 µM]	1	12	3	5	-13	3	1
Cn1nnnc1SCC(=O)NC(C)(C)C	-11	-22	2	7	1	7	-3	6	4
S=C(Nc1ccccc1)Nc1cc(Cl)ccc1Oc1ccccc1	-2	-13[20 µM]	2	22	3	-4	-14	5	3
CC(=O)NC1C(=O)N=C(SCC(=O)Nc2ccc(C(F)(F)F)cc2Cl)NC1=O (centres undefined)	-17	-19	2	0	0	-1	-5	-3	2
O=C(Nc1nc(-c2cccs2)cs1)C1=COCCO1	-2	-16	2	-10	3	-2	-15	-5	7
CC(C)Cc1nnc(NC(=O)CS(=O)(=O)Cc2ccccc2)s1	-9	0	7	19	-1	-4	-9	3	0
COc1ccc(NC(=O)/C=C/C(=O)O)c(OC)c1	-10	-20	5	-15	3	3	-7	-9	5
COc1ccc(/C(C)=N/NC(=O)C(NC(=O)c2ccccc2)c2n[nH]c(=O)c3ccccc23)c(OC)c1 (centres undefined)	-11	-14	2	-3	-6	-4	3	-18	11
CC(CC(=O)O)C(=O)c1ccc(Cl)c([N+](=O)[O-])c1 (centres undefined)	5	-11	0	-8	-1	-4	5	4	2
CCOC(=O)c1c(C)[nH]c(C)c1C(=O)CSc1nncs1	-4	3	-1	-4	5	-3	-9	-6	1
COC(=O)CSc1cc([N+](=O)[O-])ccc1NC(=O)OC	-30	-21	0	-10	-4	-8	-6	-15	6
NC(=O)C1CCCN(C(=S)NCc2ccc3c(c2)OCO3)C1 (centres undefined)	-8	-6	3	21	-4	-1	-3	7	-2
CCC(C)C(=O)Nc1cc([N+](=O)[O-])ccc1Cl (centres undefined)	-18	-13	1	9	-1	-2	-8	30	5
Cc1ccc(N2CC(C(=O)N3CCCc4ccccc43)CC2=O)cc1 (centres undefined)	-11	-14	0	5	2	-3	-8	-6	-8
CCOc1ccc(Cc2nnc(SCC(=O)c3ccc(OC)cc3)o2)cc1	-5	-17	-4	-3	-2	-9	7	4	-2
Cc1ccc(C(=O)C[n+]2cccc3cc(C)ccc32)cc1	14	-16	-2	-7	-6	-7	-22	-2	3
Cc1ccc(-c2nc3c(c(=O)c4ccccc4n3C)c(=O)n2Cc2ccco2)cc1	-13	-3	35	4	-1	-22	11	21	48*

Retrieved by structure from the entries so far, three records:
SMILES	EBV gp42 inh	Furin inhibitor	Runt-CBFb FRET	m-calpain inh	Runt-SMMHC FRET	RBBP9 inh	p47phox inh	Tb hexokinase	p97 ATPase inh
S=C(Nc1ccccc1)Nc1cc(Cl)ccc1Oc1ccccc1	-2	-13[20 µM]	2	22	3	-4	-14	5	3
COc1ccc(/C(C)=N/NC(=O)C(NC(=O)c2ccccc2)c2n[nH]c(=O)c3ccccc23)c(OC)c1 (centres undefined)	-11	-14	2	-3	-6	-4	3	-18	11
CCOC(=O)c1c(C)[nH]c(C)c1C(=O)CSc1nncs1	-4	3	-1	-4	5	-3	-9	-6	1

Other records
SMILES	EBV gp42 inh	Furin inhibitor	Runt-CBFb FRET	m-calpain inh	Runt-SMMHC FRET	RBBP9 inh	p47phox inh	Tb hexokinase	p97 ATPase inh
O=C(c1ccccc1)N(Cc1cccnc1)C1(C(=O)Nc2ccccc2)CCCCC1	-3	-29	-2	-3	-2	-1	-5	-1	3
O=C(CSc1nnc(SCc2ccccc2)s1)N/N=C/C=C/c1ccccc1[N+](=O)[O-]	-5	-9	0	16	-2	-10	-1	4	-4
Cc1ccc(-n2ncc3c(=O)n(CC#N)cnc32)cc1C	-1	-16	3	-13	-6	-4	-14	8	5
O=C(c1ccco1)N1CCN(C(=O)c2ccccc2Oc2ccccc2)CC1	3	-15[20 µM]	0	4	-1	-4	-8	-2	4
CN(C(=O)CCc1nc(-c2ccccc2F)no1)c1ccccc1	4	-19	2	18	6	-4	-2	1	-5
C=CCNC(=O)NC(=O)COn1nnc2ccc(S(=O)(=O)N(C)C)cc21	0	-17	2	12	-3	6	-8	25	-1
O=C(O)c1ccc2c(c1)C(c1ccccc1)OC2=O (centres undefined)	-9	-28	-2	16	2	4	2	-3	6
C=CCn1c(SCc2cc(C(C)=O)ccc2OCC)nc2ccccc2c1=O	-12	-13	-5	-6	-7	-5	-51	-17	-6
O=C(CN1C(=O)CCC1=O)Nc1cccc2c1C(=O)NC2=O	4	-21	-18	-75	-48	0	7	-1	5
CCCn1c(SCC(=O)Nc2cccc(S(=O)(=O)N(C)C)c2)nc2ccccc2c1=O	-7	-15	-3	-15	2	-6	-9	-6	7
CCN(Cc1ccccc1)C(=O)Cn1cnc2c1c(=O)n(C)c(=O)n2C	-15	-5	1	-5	0	-5	5	4	4
Cc1csc(SCC(=O)N(C)CC(=O)Nc2ccc(F)cc2)n1	-7	-16	-2	24	-1	6	2	9	-2
CC(C)CC1(C)NC(=O)N(CC(=O)NC(=O)Nc2ccc3c(c2)OCCO3)C1=O (centres undefined)	-18	-19	0	-8	-3	-4	-3	-4	3
NC(=O)C1=C[C@@H](c2coc3ccccc3c2=O)C[C@@H](OCCCCO)O1	-2	-22	-1	-3	-2	-7	-6	3	5
CCOC(=O)c1c(-c2ccccc2)cn2c(C)cc(C)nc12	5	-19	3	i	10	-9	1	-9	-5
C(=C\c1ccccc1)/CSc1nnc(-c2ccccn2)n1Cc1ccco1	-4	-2[20 µM]	30	-27	22	-9	-17	10	-6
Cc1cc(C(=O)CSc2nnc(-c3cccnc3)n2-c2ccccc2F)c(C)n1CC1CCCO1 (centres undefined)	-3	-15[20 µM]	4	-1	-6	6	-14	-17	0
CC(=O)n1cc(/C=C2/N=C(c3ccccc3)OC2=O)c2ccccc21	-16	-12	1	12	13	-10	-11	-5	-5
COCCCNCCCCOc1ccc(OCc2ccccc2)cc1	-6	-37	-2	-5	0	-8	2	12	2
CC1Cc2nc(SCC(=O)Nc3nc4ccccc4s3)n(C)c(=O)c2S1 (centres undefined)	3	-17	-1	-22	4	-11	-23	-13	-2
O=C1c2ccccc2C(=O)N1CC1CCCO1 (centres undefined)	-1	-13[20 µM]	0	21	4	5	-3	2	-2
COc1ccccc1OCC(=O)N/N=C1\CCCCc2ccccc21	-7	-15	0	-8	2	6	-5	-5	0

A draw from above in order of SMILES length, ascending.
SMILES	EBV gp42 inh	Furin inhibitor	Runt-CBFb FRET	m-calpain inh	Runt-SMMHC FRET	RBBP9 inh	p47phox inh	Tb hexokinase	p97 ATPase inh
COc1ccccc1OCC(=O)N/N=C1\CCCCc2ccccc21	-7	-15	0	-8	2	6	-5	-5	0
CC1Cc2nc(SCC(=O)Nc3nc4ccccc4s3)n(C)c(=O)c2S1 (centres undefined)	3	-17	-1	-22	4	-11	-23	-13	-2
CC(=O)n1cc(/C=C2/N=C(c3ccccc3)OC2=O)c2ccccc21	-16	-12	1	12	13	-10	-11	-5	-5

Assay outcomes (PubChem BioAssay)

Random draw from the library. Share with any hit: about 2.7%.
